APOBEC3G inh = APOBEC3G (human) deaminase inhibition; recombinant A3G, ssDNA deamination FAM/TAMRA fluorescence; inhibition, % at 20 µM; actives 0.28% (n = 330,000); AID 493012;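 active = inhibition of at least 40% at 20 µM, with no more than 30% in the related APOBEC3A deaminase screen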;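 note: plate controls were DMSO wells with A3G for no effect and wells lacking A3G enzyme for full effect; some compounds called inactive have numbers as strong as hits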
Target sequence (Q9HC16 whole entry, looked up): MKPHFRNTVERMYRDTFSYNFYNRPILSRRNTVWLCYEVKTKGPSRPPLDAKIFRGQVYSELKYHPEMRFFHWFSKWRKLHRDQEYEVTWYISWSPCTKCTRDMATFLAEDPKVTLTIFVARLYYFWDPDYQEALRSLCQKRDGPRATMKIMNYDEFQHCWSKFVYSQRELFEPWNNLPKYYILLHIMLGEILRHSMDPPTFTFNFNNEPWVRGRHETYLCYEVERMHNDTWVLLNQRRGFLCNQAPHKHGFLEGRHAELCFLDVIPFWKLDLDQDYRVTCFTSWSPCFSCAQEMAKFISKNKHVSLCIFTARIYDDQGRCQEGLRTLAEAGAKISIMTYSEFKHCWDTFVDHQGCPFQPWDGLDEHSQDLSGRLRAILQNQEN
Gli-Sufu block = antagonists of Gli-Sufu signaling | inhibition, % at 5 µM | Sufu-KO-LIGHT fibroblasts, Gli luciferase reporter luminescence | actives 0.74% (n = 340,000);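 active = inhibition above about 55%, limit read from the data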;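 note: 0% = DMSO-treated cells and 100% = wells with medium but no cells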
GRIN3A LBD mod = NR3A (human) ligand-binding domain modulation; NR3A LBD differential scanning fluorimetry, Tm shift; 0% = protein alone, 100% = glycine-bound protein; Tm shift relative to glycine control, % at 25 µM; actives 2.5% (n = 340,000); AID 1259313;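 active = melting temperature shift of at least 10% of the positive control shift, at one fixed dose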
APOBEC3A inh = human APOBEC3A DNA deaminase inhibition. P31941. recombinant A3A, FAM/TAMRA ssDNA deamination fluorescence. inhibition, % at 20 µM. actives 0.41% (n = 330,000);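 active = at least 40% inhibition at 20 µM here, with at most 30% in a related deaminase screen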;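 note: plate controls were A3A with DMSO for no effect and wells lacking A3A enzyme for full effect; some results filed as inactive read as strong as hits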
Target sequence (P31941 whole entry, looked up): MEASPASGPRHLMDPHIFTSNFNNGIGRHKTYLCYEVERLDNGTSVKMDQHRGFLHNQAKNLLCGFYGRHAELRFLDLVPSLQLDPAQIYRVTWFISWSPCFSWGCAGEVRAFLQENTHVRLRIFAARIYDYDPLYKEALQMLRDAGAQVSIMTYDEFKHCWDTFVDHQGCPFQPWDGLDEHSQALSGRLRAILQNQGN
MPTP inh = inhibitors of mitochondrial permeability transition pore. isolated mouse mitochondria, Ca2+ swelling absorbance, 30 min. inhibition, % at 10 µM. AID 602449. actives 1.4% (n = 360,000);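 active = inhibition of 50% or more, scaled per plate between neutral and stimulator controls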;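 note: 0% = DMSO wells given calcium and 100% = 1 mM EGTA wells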
CXCR6 block = blocks human CXCR6 beta-arrestin recruitment; O00574; CHO-K1 PathHunter CXCR6 beta-arrestin, luminescence; inhibition, % at 20 µM; actives 0.36% (n = 360,000); AID 602244; in the data active = inhibition above about 34%, passing the limit was not always enough;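 note: antagonist mode with CXCL16 agonist at 10 nM final; 0% = 10 nM CXCL16 with DMSO and 100% = unstimulated wells without agonist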
Target sequence (O00574 whole entry, looked up): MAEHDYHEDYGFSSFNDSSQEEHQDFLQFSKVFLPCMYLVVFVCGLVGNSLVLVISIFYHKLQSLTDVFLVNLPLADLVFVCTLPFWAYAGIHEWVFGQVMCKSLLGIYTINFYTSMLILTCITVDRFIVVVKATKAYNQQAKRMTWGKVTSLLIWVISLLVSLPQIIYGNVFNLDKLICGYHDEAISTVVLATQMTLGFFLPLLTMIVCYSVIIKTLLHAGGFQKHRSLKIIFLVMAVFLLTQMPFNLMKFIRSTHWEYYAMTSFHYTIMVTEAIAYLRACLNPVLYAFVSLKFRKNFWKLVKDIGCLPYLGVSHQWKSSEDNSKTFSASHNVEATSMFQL
CCR6 antag = blocks CCL20-driven beta-arrestin recruitment at human CCR6; P51684; CHO-K1 CCR6 PathHunter beta-arrestin, luminescence, CCL20-stimulated; inhibition, % at 20 µM; actives 0.49% (n = 340,000); AID 493098;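 active = compounds whose inhibition of the agonist-driven luminescence signal at 20 µM reaches about 50%, limit read from the data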;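 note: cells stimulated with CCL20 at 14 nM final; plate controls were DMSO with CCL20 for no effect and DMSO without agonist for full effect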
EBI2 antag = antagonists of human EBI2 receptor; P32249; EBI2 beta-arrestin recruitment, luminescence, 7a,25-OHC stimulated; inhibition, % at 5 µM; actives 0.81% (n = 360,000); AID 651636; in the data active = inhibition above about 38%;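 note: enzyme fragment complementation signal reports receptor beta-arrestin coupling in cells; 0% = agonist plus DMSO wells and 100% = wells without agonist; some results beyond the cut were filed as inactive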
* hit, by the source's call; · = not tested or not shown.

Structure | APOBEC3G inh | Gli-Sufu block | GRIN3A LBD mod | APOBEC3A inh | MPTP inh | CXCR6 block | CCR6 antag | EBI2 antag
Nn1c(=O)[nH]c2c([nH]c3ccccc32)c1=O | -12.9 | -25.0 | -2.0 | -2.2 | -1.0 | -13.0 | -6.1 | -5.9
COc1ccc(/C=N/NC(=O)c2cccc(NC(=O)c3ccc(Cl)cc3)c2)c(OC)c1 | -5.3 | -42.0 | 10.8* | -2.3 | 4.4 | -1.0 | 11.1 | -11.3
O=C(COC(=O)/C=C/c1ccccc1)NC1CC1 | 2.8 | 1.6 | 0.9 | 0.3 | 1.0 | -7.5 | 3.7 | -3.4
CCN(CC)c1ccc(C(=O)OCC(=O)c2ccco2)cc1 | -8.4 | -93.3 | 0.4 | -8.7 | -1.2 | -0.1 | 15.4 | -6.5
N#CCSc1nc2ccc(N3CCCCC3)cc2c(=O)n1Cc1ccccc1 | -2.9 | 5.6 | -0.8 | 3.3 | -2.1 | 5.6 | 22.4 | 3.9
C=C1N(C)c2cc([N+](=O)[O-])c(N)cc2C1(C)C | 1.9 | 2.3 | -8.1 | 1.9 | 1.0 | 25.3 | 28.0 | 11.7
CCN1CCC(O)(/C=C/c2ccc(C(C)C)cc2)C(C(=O)/C=C/c2ccc(C(C)C)cc2)C1 (centres undefined) | · | 0.8 | 24.1* | · | 35.1 | -12.0 | 26.9 | -12.3
CCC(OC(=O)c1nsc(Cl)c1Cl)C(=O)NCc1cccs1 (centres undefined) | -4.5 | -4.9 | -0.3 | 7.1 | -0.3 | 7.4 | 1.8 | 13.1
COc1ccc(Nc2ccc(C(F)(F)F)cc2[N+](=O)[O-])cn1 | 1.7 | 8.9 | 3.8 | 0.5 | -1.7 | -4.3 | 9.4 | 7.6
O=C(Nc1nccs1)C1CC(=O)N(c2ccc(Cl)cc2)C1 (centres undefined) | -3.5 | 22.8 | 0.4 | 1.9 | 2.0 | 3.2 | -3.6 | -4.2
CC(C)(C)C(=O)NC(=S)Nc1ccccn1 | -1.1 | -3.4 | -2.1 | 0.0 | -1.1 | -13.4 | 8.0 | 3.7
Cc1cc(NC(=O)Nc2ccc(Cl)cc2)n(C)n1 | -5.6 | -5.9 | 1.7 | -1.1 | 2.1 | -7.0 | 6.6 | -3.9
Cc1cc(C)cc(C(=O)NC(CC(N)=O)c2ccc(NC3CCCCCCCCCCC3)c([N+](=O)[O-])c2)c1 (centres undefined) | 18.1 | 4.2 | -8.2 | 2.4 | 0.7 | 8.3 | 10.2 | -4.9
CSc1ccccc1OCc1cc(C(=O)NCCN2CCCC(O)C2)no1 (centres undefined) | -3.6 | 4.6 | -6.6 | -4.8 | -0.5 | -5.6 | 4.4 | -14.0
Cc1ccc(-c2nnc(N3CCN(C(=O)COc4cccc(C)c4)CC3)c3ccccc23)cc1 | 0.8 | 11.1 | -0.9 | 1.6 | 26.4 | -1.0 | 12.4 | 63.1*
CCOC(=O)N1CCN(C(=O)c2ccc3c(c2)sc2nc(-c4ccccc4)cn23)CC1 | -8.2 | -1.0 | -0.7 | -1.5 | -0.3 | -7.9 | -2.6 | -7.1
CCCCc1ccc(NC(=S)NCCO)cc1 | -1.4 | -3.2 | -1.8 | -1.5 | 2.1 | 2.6 | 7.9 | -7.3
O=C(Nc1c(-c2ccccc2)nc2c(Br)cc(Br)cn12)c1ccco1 | -1.2 | 5.6 | -1.2 | -2.0 | 1.3 | 0.5 | 9.3 | 10.3
Cc1c(CC(=O)N2CCC(C(N)=O)CC2)c(=O)oc2cc3c(cc12)CCC1(CCCCC1)O3 | -5.8 | -2.5 | -1.8 | -2.0 | -1.9 | 4.2 | 7.1 | -3.5
CC(C)c1onc(C(=O)N2CCN(C(c3ccccc3)c3ccccc3)CC2)c1[N+](=O)[O-] | -1.0 | 48.9 | 1.1 | -4.3 | -1.6 | 3.8 | 8.2 | 12.8
Cc1cc(C(=O)N2CCCC(N3CCN(c4cccc(Cl)c4)CC3)C2)no1 (centres undefined) | -1.6 | 18.4 | 1.9 | -1.7 | -0.6 | -4.8 | 7.2 | -3.5
CC(C)(C)N(NC(=O)Nc1ccc(F)cc1)C(=O)c1ccccc1 | -8.4 | -6.4 | -1.1 | -0.1 | -0.7 | -5.6 | 6.9 | -13.2
CCOC(=O)c1cc(-c2ccco2)nn1-c1ccc(C)cc1 | -2.2 | -4.9 | -3.3 | -0.9 | -0.1 | 9.1 | 12.3 | -16.8
Cc1ccc2nsnc2c1S(=O)(=O)N1CCN(C(=O)C2CCCO2)CC1 (centres undefined) | -2.7 | 5.9 | 2.3 | -1.9 | 3.6 | -2.5 | 19.8 | -9.9
COc1ccc(Cc2nnn(CC(=O)O)n2)cc1 | -3.6 | -0.3 | -0.4 | 4.4 | -0.8 | -6.9 | 5.4 | -2.4
O=S(=O)(Nc1ccccc1)c1ccc(S(=O)(=O)N2CCCC2)cc1 | -7.8 | 7.5 | -1.2 | -5.0 | 0.1 | 4.8 | -3.5 | -8.5
Cc1ccc(S(=O)(=O)N2CCN(C(=O)COC(=O)/C=C/c3ccccc3[N+](=O)[O-])CC2)c(C)c1 | -3.3 | -1.1 | -3.1 | -1.5 | -0.2 | 6.0 | 12.1 | -4.7
CN1CCC(N(C)S(=O)(=O)c2ccc(NC(=O)c3cccc(C#N)c3)cc2)CC1 | -6.4 | -2.0 | -1.2 | -0.1 | -1.5 | -0.9 | 7.1 | -4.0
COc1ccc(N(CC(=O)NN=C2CCCC2)S(=O)(=O)c2ccccc2)cc1Cl | -7.5 | -3.6 | -7.0 | -4.4 | 1.7 | 2.2 | 6.3 | -1.7
Cc1ccc(C)c(Cn2c3ccccc3c3cnn(CC(=O)NCCN4CCOCC4)c(=O)c32)c1 | -6.0 | 0.7 | -1.5 | -2.9 | -1.8 | -0.4 | -0.2 | 4.9

(cont.)
Structure | APOBEC3G inh | Gli-Sufu block | GRIN3A LBD mod | APOBEC3A inh | MPTP inh | CXCR6 block | CCR6 antag | EBI2 antag
CCOC(=O)c1csc(NC(=O)c2cccs2)n1 | -8.0 | -76.8 | 0.7 | -4.9 | 0.6 | 3.2 | -0.5 | -8.4
CC1CCCCC12NC(=O)N(Cn1nnc3ccccc3c1=O)C2=O (centres undefined) | 2.7 | -3.5 | -8.2 | 0.4 | -0.9 | 6.7 | -18.7 | -3.8
COc1ccc(-c2nnn(CC(=O)c3ccc4c(c3)OCCO4)n2)cc1OC | 1.0 | 1.9 | 3.1 | -1.6 | 1.6 | -13.7 | 4.2 | 9.2
CCC(c1n[nH]c(=S)n1-c1ccccc1)N(C)C (centres undefined) | -7.4 | -4.0 | -0.3 | -0.2 | 0.0 | 2.4 | -0.8 | -6.5
Cc1ccc(CN2CCC(n3nccc3NC(=O)C3CCOC3)CC2)cc1C (centres undefined) | -6.9 | 14.2 | 0.7 | 1.4 | 0.0 | 1.5 | 1.9 | -1.2
COc1ccc(CC(=O)NCc2ccc3c(c2)OCO3)cc1 | -4.5 | 4.5 | 0.4 | -6.2 | -1.4 | 6.9 | 2.1 | -3.2
CC(C)Cn1cc(F)c(=O)n(CC(C)C)c1=O | -7.5 | 5.8 | -1.9 | -4.9 | -1.8 | 2.5 | -15.2 | -7.3
Cc1ccc(NC(=S)NC2CCSc3ccccc32)cc1 (centres undefined) | -7.2 | -24.7 | 1.6 | -4.7 | 5.5 | -10.6 | 18.6 | 5.8
CCCCCCCC(=O)NNC(=O)c1ccc(F)cc1 | -9.7 | -1.4 | 2.0 | -2.6 | -0.3 | -7.6 | 4.0 | -2.8
CC1CCN(C(=O)CN2C(=O)c3cccc4cccc(c34)C2=O)CC1 | -1.2 | -0.9 | 2.2 | -1.2 | -0.9 | -12.1 | -3.3 | -7.2
CCOc1ccc(NC(=O)C(=O)N/N=C/c2cccnc2)cc1 | -4.5 | -10.9 | -0.5 | 1.5 | 0.5 | -4.5 | 6.9 | -5.1
O=C1CN(C(=O)c2ccc3nc(Cc4cccc(Cl)c4)oc3c2)CCN1 | -4.5 | 14.0 | -0.3 | 3.1 | -2.7 | 3.3 | 4.5 | 4.7
O=C(NCC1CCCN(Cc2cccc(C(F)(F)F)c2)C1)c1ccc(F)cc1 (centres undefined) | -3.3 | 13.8 | -0.4 | 4.1 | 0.9 | 14.4 | 7.1 | -1.3
COc1ccc(S(=O)(=O)N2CCCCC2)cc1NC(=O)c1ccc(C)cc1 | -7.6 | -0.2 | -0.4 | -4.3 | 3.8 | 3.9 | 11.5 | -0.4
Cc1ccc(NC(=S)NCc2ccccc2Cl)c(C)c1 | -4.1 | -5.4 | -7.7 | -4.0 | 3.9 | 5.5 | 10.5 | -9.0
O=C(CN1CCN(S(=O)(=O)c2ccccc2[N+](=O)[O-])CC1)NC(=O)NCc1ccco1 | -3.5 | 2.3 | -1.0 | 5.0 | -1.0 | -0.9 | 3.4 | -2.7
CCc1noc(C)c1C(=O)N1CCN(S(=O)(=O)c2ccc(Cl)cc2)CC1 | -6.3 | 2.0 | 3.0 | -2.2 | -1.5 | -6.1 | 3.1 | -18.6
CCc1nnc(NC(=O)CSc2ccc(-c3ccccc3OC)nn2)s1 | -5.6 | 4.5 | 0.6 | -1.6 | 0.5 | 6.0 | -5.9 | 1.5
CCOc1ccc(NC(=O)C2CCN(S(=O)(=O)c3ccc4c(c3)CC(C)N4C(C)=O)CC2)cc1 (centres undefined) | 1.3 | 20.6 | -1.2 | 1.1 | -1.0 | -3.2 | -3.2 | 6.7
COc1cccc(N2CCN(C(=O)c3ccc(CS(=O)c4ccccc4Cl)o3)CC2)c1 (centres undefined) | -0.4 | 44.2 | 1.2 | -4.6 | -2.2 | -6.1 | 9.7 | -8.7
COc1ccc(/C=C/C(=O)OCC(=O)NCc2ccco2)cc1OC | -0.5 | 8.2 | -1.1 | 8.4 | 1.8 | -1.3 | -4.6 | -11.5
COC(=O)c1cc2c(n(-c3ccccc3)c1=O)CCCC2=O | · | 1.6 | 1.2 | · | -0.7 | 7.4 | 13.5 | -3.2
Cc1ccc2c(c1)CCCN2C(=O)C1CCCO1 (centres undefined) | -2.1 | -5.1 | -2.0 | -0.6 | -1.3 | 7.6 | -10.1 | -6.6
CCOC(=O)COn1c(=O)c(-c2cc3ccccc3o2)[n+]([O-])c2ccccc21 | -7.0 | -67.0 | 6.5 | -2.0 | 0.0 | -0.4 | -2.6 | -2.7
COc1ccccc1NS(=O)(=O)c1cc(NC(=O)Nc2ccc(Cl)cc2Cl)ccc1N1CCCCC1 | 10.3 | -1.2 | 12.5* | -1.5 | 42.7 | -6.6 | 15.2 | 0.8
COc1ccccc1CNC(=O)CCN1C(=O)c2ccccc2C1=O | -10.2 | 1.7 | -0.7 | -3.5 | -1.0 | -3.9 | -4.8 | -5.6
CC(C)CN(c1ccccc1)S(=O)(=O)c1nnc(NC(=O)c2ccco2)s1 | -1.2 | 24.8 | -1.1 | -1.4 | 3.6 | -5.2 | 2.2 | -12.0
Cc1ccc(Sc2ccc(NC(=O)CCl)cc2)c(C)c1 | -6.6 | -13.9 | -7.6 | 6.4 | · | · | -1.7 | ·
O=C(NCc1ccccc1Cl)c1ccccc1CCc1ccccc1 | -5.9 | 8.0 | -1.0 | -1.0 | 6.1 | -2.9 | -7.7 | 25.2
COCCNC(=O)c1ccccc1NC(=O)c1cccc([N+](=O)[O-])c1C | -2.9 | 1.8 | -1.1 | 0.0 | 0.9 | 7.4 | 5.8 | -1.5
O=C(Nc1ccc(N2CCOCC2)cc1)c1ccc2ncsc2c1 | -7.9 | -87.1 | 0.7 | -0.9 | 0.3 | -8.3 | -8.9 | 3.6
CC1(OC(=O)C2CCCC2)C(=O)C=C2C=C(c3ccsc3)N(C3CC3)C=C2C1=O (centres undefined) | -10.6 | -7.0 | -0.3 | -3.9 | 0.6 | -18.9 | -3.0 | -7.7

Source: PubChem BioAssay (Sanford-Burnham Center for Chemical Genomics)
